TcdB GH inh: TcdB glycohydrolase inhibitors, primary screen, biochemical, single point, plate reader; actives 0.24% (n = 350,000); Toxin B (Clostridioides difficile), P18177; TcdB glycohydrolase enzymatic assay; inhibition, % at 9.99 µM; in the data active means inhibition above about 10%
Target sequence (P18177 whole entry, looked up): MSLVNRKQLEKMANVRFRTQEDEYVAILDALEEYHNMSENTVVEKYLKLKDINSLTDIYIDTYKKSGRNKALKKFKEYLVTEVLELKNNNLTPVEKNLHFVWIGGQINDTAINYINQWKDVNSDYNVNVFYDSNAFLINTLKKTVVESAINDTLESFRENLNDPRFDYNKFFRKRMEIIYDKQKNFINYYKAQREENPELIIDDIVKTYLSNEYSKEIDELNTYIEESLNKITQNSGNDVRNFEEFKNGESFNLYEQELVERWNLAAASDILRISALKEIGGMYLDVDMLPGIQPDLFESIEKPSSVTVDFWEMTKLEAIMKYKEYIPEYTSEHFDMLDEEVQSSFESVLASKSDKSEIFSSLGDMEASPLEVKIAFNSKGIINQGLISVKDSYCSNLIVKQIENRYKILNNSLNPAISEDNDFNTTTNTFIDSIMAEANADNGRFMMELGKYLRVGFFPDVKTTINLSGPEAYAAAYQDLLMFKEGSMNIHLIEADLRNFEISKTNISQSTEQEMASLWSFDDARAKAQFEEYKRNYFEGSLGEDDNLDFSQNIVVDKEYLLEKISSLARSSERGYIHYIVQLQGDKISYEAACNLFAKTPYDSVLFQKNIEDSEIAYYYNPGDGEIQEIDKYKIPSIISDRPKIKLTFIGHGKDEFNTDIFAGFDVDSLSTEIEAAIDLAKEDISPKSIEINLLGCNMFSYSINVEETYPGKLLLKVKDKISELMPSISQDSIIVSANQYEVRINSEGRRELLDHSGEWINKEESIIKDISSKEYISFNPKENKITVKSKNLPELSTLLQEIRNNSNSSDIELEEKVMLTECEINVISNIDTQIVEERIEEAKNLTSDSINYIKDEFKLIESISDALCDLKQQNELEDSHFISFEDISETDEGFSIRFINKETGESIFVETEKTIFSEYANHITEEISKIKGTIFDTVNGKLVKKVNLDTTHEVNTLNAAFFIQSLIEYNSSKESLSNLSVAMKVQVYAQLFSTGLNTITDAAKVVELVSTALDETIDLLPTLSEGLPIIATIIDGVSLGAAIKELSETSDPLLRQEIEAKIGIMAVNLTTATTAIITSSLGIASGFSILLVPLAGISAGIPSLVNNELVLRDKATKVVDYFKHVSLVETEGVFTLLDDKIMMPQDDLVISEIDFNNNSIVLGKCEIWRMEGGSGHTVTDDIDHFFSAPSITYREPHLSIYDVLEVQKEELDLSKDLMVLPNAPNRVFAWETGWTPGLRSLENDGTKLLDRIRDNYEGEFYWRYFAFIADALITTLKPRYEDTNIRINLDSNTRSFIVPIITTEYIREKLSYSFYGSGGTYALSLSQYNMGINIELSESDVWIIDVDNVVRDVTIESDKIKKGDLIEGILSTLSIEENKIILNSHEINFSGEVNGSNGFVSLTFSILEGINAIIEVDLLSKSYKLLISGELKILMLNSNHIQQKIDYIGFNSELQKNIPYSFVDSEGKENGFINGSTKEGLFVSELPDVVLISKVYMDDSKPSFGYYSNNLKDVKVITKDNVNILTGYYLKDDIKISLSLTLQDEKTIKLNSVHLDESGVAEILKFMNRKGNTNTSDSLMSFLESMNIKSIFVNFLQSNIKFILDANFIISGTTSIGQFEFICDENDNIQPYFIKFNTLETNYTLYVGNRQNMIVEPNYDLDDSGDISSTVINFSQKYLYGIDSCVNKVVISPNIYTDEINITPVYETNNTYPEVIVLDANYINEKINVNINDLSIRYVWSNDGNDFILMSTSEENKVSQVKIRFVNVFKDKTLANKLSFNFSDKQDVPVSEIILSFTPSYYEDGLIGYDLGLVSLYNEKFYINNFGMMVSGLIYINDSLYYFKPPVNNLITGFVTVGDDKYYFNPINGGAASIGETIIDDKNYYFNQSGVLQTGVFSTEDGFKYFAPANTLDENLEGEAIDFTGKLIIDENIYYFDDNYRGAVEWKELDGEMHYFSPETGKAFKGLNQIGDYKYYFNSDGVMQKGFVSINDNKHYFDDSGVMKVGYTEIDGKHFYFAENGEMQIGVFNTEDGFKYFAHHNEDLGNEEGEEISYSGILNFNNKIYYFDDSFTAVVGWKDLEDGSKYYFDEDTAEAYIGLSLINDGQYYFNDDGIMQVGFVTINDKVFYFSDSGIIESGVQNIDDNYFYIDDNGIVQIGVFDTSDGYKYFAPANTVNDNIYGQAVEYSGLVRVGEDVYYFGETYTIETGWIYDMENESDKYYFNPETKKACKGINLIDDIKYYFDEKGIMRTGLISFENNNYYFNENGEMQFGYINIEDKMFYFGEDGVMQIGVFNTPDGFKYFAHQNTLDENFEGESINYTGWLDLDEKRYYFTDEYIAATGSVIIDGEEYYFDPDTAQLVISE
Numbers without * were called inactive. An excerpt, so the mix of outcomes need not match the whole.

mol	TcdB GH inh
COc1cccc(-c2ccc3c(c2)[C@H]2[C@H](CCN2S(=O)(=O)c2ccccc2F)[C@H](CO)N3)c1	0.7
O=C(C[C@@H]1CC[C@@H]2[C@H](COC[C@@H](O)CN2C(=O)c2ccccc2F)O1)NCc1ccc(F)cc1	1.1
C[C@H](CO)N1C[C@H](C)[C@H](CN(C)S(=O)(=O)c2ccccc2)Oc2c(NC(=O)Nc3ccc4c(c3)OCO4)cccc2C1=O	0.9
C[C@H](CO)N1C[C@H](C)[C@@H](CN(C)Cc2ccc(Oc3ccccc3)cc2)Oc2ccc(NC(=O)Nc3ccccc3)cc2CC1=O	-0.1
CO[C@H]1CN(C)C(=O)c2ccc(NS(=O)(=O)c3ccc(-c4ccccc4)cc3)cc2OC[C@H](C)NC[C@@H]1C	-0.3
COc1ccccc1NC(=O)N1C[C@@H](O)COC[C@H]2O[C@H](CC(=O)NCCc3ccncc3)CC[C@@H]21	0.3
Cc1noc(C)c1S(=O)(=O)Nc1ccc2c(c1)CC(=O)N([C@H](C)CO)C[C@@H](C)[C@@H](CN(C)C(=O)NC1CCCCC1)O2	-0.2
CN(C)CC#Cc1ccc([C@@H]2[C@H]3CN(C(=O)Cc4cccnc4)CC(=O)N3[C@H]2CO)cc1	0.1
CN1C(=O)c2cc(NC(=O)c3ccc(F)c(F)c3)ccc2OC[C@H]2O[C@H](CC(=O)N[C@@H]3CCN(Cc4ccccc4)C3)CC[C@H]21	-1.1
C[C@@H]1CN([C@H](C)CO)S(=O)(=O)c2ccc(-c3ccccc3)cc2O[C@@H]1CN(C)S(C)(=O)=O	0.0
COc1ccccc1CNC(=O)C[C@@H]1C=C[C@@H](NC(=O)CN(C)C)[C@@H](CO)O1	-1.7
C[C@@H]1CN([C@H](C)CO)C(=O)c2cc(/C=C/c3ccccc3)cnc2O[C@H]1CN(C)S(=O)(=O)c1ccccc1	0.6
CCCC(=O)Nc1ccc2c(c1)OC[C@H](C)NC[C@@H](C)[C@H](OC)CN(C)C2=O	-2.3
N#C[C@@H]1[C@@H](c2ccccc2)[C@H](CO)N1C(=O)Nc1cccc(F)c1	-1.5
C[C@@H]1CN([C@@H](C)CO)C(=O)c2cccc(NC(=O)CCCCCC(=O)Nc3ccccc3N)c2O[C@@H]1CN(C)S(=O)(=O)c1ccc(F)cc1	-0.7
Cc1ccc(S(=O)(=O)N(C)C[C@H]2Oc3cc(Br)ccc3S(=O)(=O)N([C@@H](C)CO)C[C@H]2C)cc1	-0.8
C[C@@H]1CN([C@H](C)CO)C(=O)c2cccc(NC(=O)c3ccc(-c4nccs4)cc3)c2O[C@H]1CN(C)C	0.0
C[C@H](CO)N1C[C@H](C)[C@H](CN(C)Cc2cccc(C(F)(F)F)c2)Oc2ncc(C#Cc3ccc(F)cc3)cc2C1=O	1.2
COc1cccc(S(=O)(=O)N2C[C@H](O)COC[C@@H]3O[C@H](CC(=O)N4CCN(C)CC4)CC[C@H]32)c1	-2.1
CC(C)NC(=O)N(C)C[C@@H]1OCCCC[C@@H](C)Oc2ccc(NS(=O)(=O)c3cccs3)cc2C(=O)N([C@H](C)CO)C[C@H]1C	1.3

Overlap with the part before: 2 entries; new compounds follow.
mol	TcdB GH inh
COc1cccc(S(=O)(=O)N2C[C@H](O)COC[C@@H]3O[C@H](CC(=O)N4CCN(C)CC4)CC[C@H]32)c1	-2.1
CC(C)NC(=O)N(C)C[C@@H]1OCCCC[C@@H](C)Oc2ccc(NS(=O)(=O)c3cccs3)cc2C(=O)N([C@H](C)CO)C[C@H]1C	1.3
O=C(NCC[C@H]1CC[C@@H](NS(=O)(=O)Cc2ccccc2)[C@@H](CO)O1)C1CCCCC1	0.4
COc1cc(CN2CC3(CN(C)C3)c3c([nH]c4cc(OC)ccc34)[C@@H]2CO)cc(OC)c1	2.7
CCC(=O)N1C[C@@H](C)[C@@H](OC)CN(C)C(=O)c2ccc(NS(C)(=O)=O)cc2OC[C@@H]1C	1.9
O=C(Nc1cccc(F)c1)N1CC(=O)N2[C@H](CO)[C@@H](c3ccc(-c4ccccc4)cc3)[C@@H]2C1	-0.1
C[C@@H]1CN([C@@H](C)CO)C(=O)c2cc(NC(=O)Nc3ccccc3)ccc2O[C@@H](C)CCCCO[C@H]1CN(C)C	0.1
O=C(CN1CCOCC1)NCC[C@H]1CC[C@H](NC(=O)Nc2ccc(F)cc2)[C@@H](CO)O1	-0.7
C[C@@H]1CN([C@H](C)CO)C(=O)Cc2cc(NC(=O)CCCCCC(=O)Nc3ccccc3N)ccc2O[C@H]1CN(C)Cc1ccc(C(F)(F)F)cc1	-2.9
COCC(=O)Nc1ccc2c(c1)C(=O)N(C)[C@H]1CC[C@@H](CC(=O)NCC3CCCCC3)O[C@@H]1CO2	-0.8
Cc1noc(C)c1NC(=O)Nc1ccc2c(c1)C(=O)N([C@@H](C)CO)C[C@@H](C)[C@@H](CN(C)C(=O)Nc1ccc3c(c1)OCO3)OCCCC[C@@H](C)O2	0.3
C[C@@H]1CN([C@H](C)CO)C(=O)c2cc(C3=CCCC3)cnc2O[C@H]1CN(C)C(=O)c1ccccn1	-1.4
COc1cccc(S(=O)(=O)N[C@H]2CC[C@H](CCNC(=O)Cc3ccncc3)O[C@@H]2CO)c1	0.6
C[C@@H]1CN([C@@H](C)CO)C(=O)c2cc(NC(=O)Nc3cccc4ccccc34)ccc2O[C@@H]1CN(C)S(=O)(=O)c1ccccc1	0.2
C[C@H](CO)N1C[C@H](C)[C@H](CN(C)C(=O)c2ccc(F)cc2)Oc2cc(-c3cccc(C#N)c3)ccc2S1(=O)=O	-0.6
O=C(C[C@H]1CC[C@H]2[C@@H](COC[C@@H](O)CN2CC2CC2)O1)NCC1CC1	-0.6
C[C@H]1CN([C@@H](C)CO)S(=O)(=O)c2ccc(-c3ccc(C#N)cc3)cc2O[C@@H]1CN(C)C	0.7
CCNC(=O)C[C@H]1CC[C@H]2[C@@H](COc3ccc(NC(=O)Nc4ccccc4C)cc3C(=O)N2C)O1	0.1
C[C@H](CO)N1C[C@H](C)[C@@H](CN(C)C(=O)C2CCC2)Oc2ncc(/C=C/c3ccccc3)cc2C1=O	0.6
C[C@@H]1CN([C@@H](C)CO)C(=O)c2cccc(NS(C)(=O)=O)c2O[C@@H]1CN(C)S(=O)(=O)c1ccccc1	-14
Cc1ccc(-c2ccc3c(c2)O[C@H](CN(C)CC2CC2)[C@H](C)CN([C@@H](C)CO)S3(=O)=O)cc1	2.0
CO[C@@H]1CN(C)C(=O)c2ccc(NC(=O)C3CCOCC3)cc2OC[C@H](C)NC[C@@H]1C	0.3
C[C@@H]1CCCCO[C@@H](CN(C)C(=O)Nc2ccc(C(F)(F)F)cc2)[C@H](C)CN([C@H](C)CO)C(=O)c2cc(NS(=O)(=O)c3ccccc3)ccc2O1	-0.9
CO[C@@H]1CN(C)C(=O)c2ccc(NC(=O)C3CCOCC3)cc2OC[C@@H](C)N(CC2CCCCC2)C[C@H]1C	-0.1
CC(C)c1ccc(NC(=O)C[C@H]2CC[C@H]3[C@@H](COc4ccc(NC(=O)c5ccno5)cc4C(=O)N3C)O2)cc1	-0.4
O=C(C[C@H]1C[C@H]2c3cc(NC(=O)NC4CCCCC4)ccc3O[C@H]2[C@H](CO)O1)NCC1CC1	-9.5
CCCN1C[C@H](C)[C@@H](OC)CN(C)C(=O)c2cc(NC(=O)c3cnccn3)ccc2OC[C@@H]1C	0.1
C[C@@H]1CN([C@@H](C)CO)C(=O)c2cc(NC(=O)c3ccncc3)ccc2O[C@H]1CN(C)Cc1ccc(-c2ccccc2)cc1	0.5
C[C@@H]1CN([C@@H](C)CO)S(=O)(=O)c2ccc(C#CC3CC3)cc2O[C@H]1CN(C)Cc1ccc(F)cc1	0.2
COc1ccc(CN(C)C[C@@H]2Oc3ccc(NC(=O)Nc4ccc(F)cc4)cc3CC(=O)N([C@@H](C)CO)C[C@@H]2C)cc1	0.7
C[C@@H]1CN([C@@H](C)CO)C(=O)Cc2cc(NC(=O)CCC(F)(F)F)ccc2O[C@@H]1CN(C)Cc1ccc(Cl)c(Cl)c1	0.6
Cc1noc(C)c1NC(=O)N(C)C[C@H]1OCCCC[C@@H](C)Oc2ccc(NS(=O)(=O)c3ccccc3)cc2C(=O)N([C@H](C)CO)C[C@H]1C	-0.2
COc1ccccc1CNC(=O)C[C@H]1CC[C@@H]2[C@H](COC[C@H](O)CN2C(=O)Nc2ccc(F)cc2)O1	-2.9
COCC#Cc1ccc2c(c1)O[C@H](CN(C)C(=O)Nc1ccc(OC)cc1)[C@@H](C)CN([C@H](C)CO)S2(=O)=O	0.0
O=C(N[C@@H]1C=C[C@H](CC(=O)N2CCCCC2)O[C@H]1CO)c1cccc(F)c1	-8.1
CCCN(C)C[C@H]1Oc2ncc(-c3cccc(C#N)c3)cc2C(=O)N([C@H](C)CO)C[C@H]1C	-1.1
Cc1noc(C)c1S(=O)(=O)Nc1ccc2c(c1)CC(=O)N([C@H](C)CO)C[C@@H](C)[C@@H](CN(C)C(=O)NC(C)C)O2	0.1
O=C(C[C@@H]1C[C@@H]2c3cc(NS(=O)(=O)c4ccc(F)cc4)ccc3O[C@@H]2[C@@H](CO)O1)N1CCc2ccccc2C1	-2.1
O=C(Cc1ccncc1)NCC[C@@H]1CC[C@@H](NC(=O)C2CCCCC2)[C@@H](CO)O1	-1.1
C[C@H]1CN([C@@H](C)CO)C(=O)c2cccc(NC(=O)c3cnccn3)c2O[C@@H]1CN(C)Cc1ccc(C(=O)Nc2ccccc2N)cc1	-1.2
Cc1noc(C)c1S(=O)(=O)N(C)C[C@H]1OCCCC[C@H](C)Oc2ccc(NC(=O)c3ccccc3)cc2C(=O)N([C@@H](C)CO)C[C@@H]1C	0.9
CC(C)NC(=O)Nc1ccc2c(c1)C(=O)N([C@@H](C)CO)C[C@H](C)[C@@H](CN(C)Cc1ccc(C(F)(F)F)cc1)OCCCC[C@@H](C)O2	1.3

Looked up by compound from above (two):
mol	TcdB GH inh
CCCN(C)C[C@H]1Oc2ncc(-c3cccc(C#N)c3)cc2C(=O)N([C@H](C)CO)C[C@H]1C	-1.1
C[C@@H]1CCCCO[C@@H](CN(C)C(=O)Nc2ccc(C(F)(F)F)cc2)[C@H](C)CN([C@H](C)CO)C(=O)c2cc(NS(=O)(=O)c3ccccc3)ccc2O1	-0.9

Arranged by SMILES length (highest first): 3 of the compounds above
mol	TcdB GH inh
C[C@H]1CN([C@@H](C)CO)C(=O)c2cccc(NC(=O)c3cnccn3)c2O[C@@H]1CN(C)Cc1ccc(C(=O)Nc2ccccc2N)cc1	-1.2
C[C@@H]1CN([C@@H](C)CO)C(=O)c2cc(NC(=O)c3ccncc3)ccc2O[C@H]1CN(C)Cc1ccc(-c2ccccc2)cc1	0.5
CCCN1C[C@H](C)[C@@H](OC)CN(C)C(=O)c2cc(NC(=O)c3cnccn3)ccc2OC[C@@H]1C	0.1

The list goes on:
mol	TcdB GH inh
CO[C@H]1CN(C)C(=O)c2ccc(NC(=O)c3ccccc3F)cc2OC[C@H](C)NC[C@H]1C	0.5
C[C@H]1CN([C@@H](C)CO)C(=O)c2cccc(NC(=O)C3CCCCC3)c2O[C@H]1CN(C)Cc1ccc(C(=O)O)cc1	-2.4
CCCC(=O)Nc1ccc2c(c1)OC[C@H](C)N(Cc1nccs1)C[C@H](C)[C@H](OC)CN(C)C2=O	0.1
Cc1ccc(-c2cnc3c(c2)C(=O)N([C@H](C)CO)C[C@H](C)[C@H](CN(C)Cc2ccccc2F)O3)cc1	-0.9
CCC(=O)N(C)C[C@H]1Oc2cc(C#Cc3ccncc3)ccc2S(=O)(=O)N([C@H](C)CO)C[C@H]1C	-2.5
CN(C)C(=O)c1ccc(-c2ccc([C@@H]3[C@H](CO)N4CCCCN(CC5CC5)C[C@@H]34)cc2)cc1	-0.1
C[C@@H]1CN([C@@H](C)CO)C(=O)c2cccc(NC(=O)NC3CCCCC3)c2O[C@@H]1CN(C)Cc1ccc(Oc2ccccc2)cc1	0.6
CO[C@@H]1CN(C)C(=O)c2cc(NC(=O)Nc3ccccc3)ccc2OC[C@H](C)N(CC2CC2)C[C@@H]1C	-1.1
CO[C@H]1CN(C)C(=O)c2cc(NC(=O)C3CC3)ccc2OC[C@@H](C)N(Cc2ccc(F)cc2)C[C@@H]1C	-0.3
CC(C)COC(=O)N(C)C[C@H]1OCc2cnnn2CCCC(=O)N([C@@H](C)CO)C[C@@H]1C	1.0
CC(C)NC(=O)Nc1ccc2c(c1)C(=O)N([C@H](C)CO)C[C@H](C)[C@@H](CN(C)C(=O)NC(C)C)OCCCC[C@H](C)O2	-14
CCN1[C@H](C(=O)NCc2ccc(F)cc2)[C@@H](CO)[C@@H]2Cn3c(ccc(-c4ccccc4OC)c3=O)[C@@H]21	-1.2
COc1ccc(S(=O)(=O)N(C)C[C@H]2Oc3cc(C#CC4CC4)ccc3S(=O)(=O)N([C@@H](C)CO)C[C@@H]2C)cc1	-1.7
C[C@H]1CN([C@@H](C)CO)C(=O)c2cc(NC(=O)Nc3ccc(C(F)(F)F)cc3)ccc2O[C@H]1CN(C)S(=O)(=O)c1cn(C)cn1	0.8
COc1ccc2c3c([nH]c2c1)[C@@H](CO)N(C(=O)NC(C)C)CC31CN(C(=O)c2ccncc2)C1	0.8
C[C@H](CO)N1C[C@H](C)[C@@H](CN(C)C)Oc2ncc(C#CC3(O)CCCC3)cc2C1=O	1.7
C[C@@H]1CN([C@@H](C)CO)C(=O)c2cc(NC(=O)CCCN(C)C)ccc2O[C@H]1CN(C)Cc1ccc(C(=O)O)cc1	-1.9
O=C(C[C@@H]1C[C@@H]2c3cc(NC(=O)Nc4ccccc4F)ccc3O[C@@H]2[C@H](CO)O1)NCc1ccncc1	0.5
C[C@@H]1CN([C@H](C)CO)C(=O)Cc2cc(NS(=O)(=O)c3cn(C)cn3)ccc2O[C@@H]1CN(C)C(=O)Nc1cccc2ccccc12	-0.3

Screens (PubChem BioAssay)
